TAG inh = reduces triacylglycerol accumulation in H9c2 cells; 0.66% of 230,000 active; inhibition, % at 12.5 µM; Nile Red lipid (TAG) fluorescence; cells loaded with 200 µM oleic acid;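 active = pattern-corrected inhibition of lipid staining of at least 50% with the nuclear-stain viability signal not falling by more than 50%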;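 also: 0% = DMSO wells and 100% = triacsin C control wells; some results filed as inactive read as strong as hits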
TAG inh DAPI viability = also measured in TAG inh; calls as there; DAPI nuclei signal change (viability), lower = more cytotoxic, %;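 whole-well DAPI fluorescence read on a plate reader as a viability signal; minus 50 percent equals half of cells still viable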
* marks the source's active call; other numbers are inactive results.

Each structure is followed by: TAG inh, TAG inh DAPI viability
Cc1ccc(-c2ccc(CN3C(C(C)C)C(=O)N(Cc4cn(CC5CCCCC5)nn4)CCS3(=O)=O)cc2)cc1 (stereo not given)
  9, 4
Cc1cc(NS(=O)(=O)c2ccc(NC(=O)/C=C/c3ccccc3)cc2)nc(C)n1
  18, -1
Cc1ccc(C2Nc3ccccc3C(=O)N2CCCN2CCOCC2)cc1 (stereo not given)
  -11, 31
O=C(NN1C(=O)c2ccccc2NC1c1cccnc1)c1ccc([N+](=O)[O-])cc1 (stereo not given)
  11, 4
Cc1cccc(C)c1OCc1cc(C(=O)N2CCCCCCC2)no1
  -3, -5
CCOc1ccc(C(=O)Nc2ccc(N3CCCC3)cc2)cc1
  12, -5
O=C(c1c(F)cccc1F)N(Cc1cccs1)C1CCCC1
  -21, 16
COc1ccc(CCNC(=O)c2cccc(NS(=O)(=O)c3ccccc3F)c2)cc1OC
  -2, -8
O=C(COC(=O)c1ccc(O)cc1O)NC(=O)Cc1ccccc1
  17, -4
C[n+]1cccc(C(=O)[O-])c1
  7, 5
OC[C@H]1O[C@H](OCCc2ccc(O)cc2)[C@H](O)[C@@H](O)[C@@H]1O
  0, -6
Cc1ccc(S(=O)CCNC(=O)Cc2ccccc2)cc1 (stereo not given)
  -7, -2
Nc1nc2ncc(C(=O)c3cc(Cl)cc(Cl)c3O)cc2s1
  3, -12
COc1ccc(CC(=O)Oc2ccc(C(C)(C)C)cc2)cc1S(=O)(=O)N1CCOCC1
  -8, -5
Cc1ccc(S(=O)(=O)NCCC(=O)OCC(=O)N(Cc2ccccc2)C(C)(C)C)cc1C
  -3, 4
Cc1cc(Cl)c2oc(C(=O)N(C)CCCCN3CCOCC3)c(C)c2c1
  -13, 3
Cc1cccc(C)c1NC(=O)c1sc(N)nc1-c1ccccc1
  3, -6
CN1CCc2c(sc(NC(=O)CS(=O)(=O)c3ccccc3)c2C(N)=O)C1
  -1, 9
Cc1ccc(OCC(=O)Nc2cccc(O)c2)cc1C
  -16, 5
CCC(C)(C)NC(=O)c1cc(S(=O)(=O)N2CCCCC2)ccc1N1CCOCC1
  0, -5
CCC(C)n1c(SCC(=O)NC(=O)c2cccn2C)nc2ccccc2c1=O (stereo not given)
  -7, 7
Oc1cc2c(cc1O)C(c1ccccc1)CNCC2 (stereo not given)
  -4, 17
COc1cc2c(cc1NC(=O)C(C)OC(=O)/C=C/c1ccc(OC(F)F)cc1)oc1ccccc12 (stereo not given)
  7, -6
O=C(CN1CCN(S(=O)(=O)c2ccccc2Cl)CC1)NCC1(N2CCOCC2)CCCCC1
  8, -11
Cc1ccc(CS(=O)(=O)CCC(=O)NCc2ccccn2)cc1
  1, 1
C[C@@H]1CN(Cc2nc(-c3ccc(Cl)cc3)no2)C[C@H](C)O1
  -21, -3
C[C@@H]1CCCCO[C@@H](CN(C)C(=O)C2CCCCC2)[C@@H](C)CN([C@H](C)CO)C(=O)c2cc(NC(=O)NC3CCCCC3)ccc2O1
  0, -12
Cc1noc(C)c1-c1ccc(C(=O)NCc2ccc(Cl)cc2)c2occc12
  15, -7
OCC[C@H]1C[C@H](O)[C@@H](O)[C@@]2(Cc3ccccc3CCO2)O1
  -4, -1
O=C(NNS(=O)(=O)c1ccc(F)cc1)c1cccc(O)c1
  -10, 0
Cc1cc(C(=O)N(C)C)sc1-c1ccccc1
  5, -3
Cc1nc2ccc(NC(=O)Cc3ccc(Br)cc3)cc2s1
  -10, -4
CC(=O)Nc1ccc(S(=O)(=O)N(C2=NCC(C)S2)c2ccccc2)cc1 (stereo not given)
  -19, 3
CC(C)C[C@H]1COCCS(=O)(=O)N1Cc1cccc(Cl)c1
  -2, -2
CCc1nnc(NS(=O)(=O)c2ccc(NC(=O)c3cccc(Cl)c3)cc2)s1
  4, -2
COc1cc2c(cc1O)C(SC)=NC(C)(C)C2
  -44, 9
O=C(CCC(=O)Nc1ccccc1Cl)NNC(=O)COc1ccc([N+](=O)[O-])cc1
  -8, 8
CC1(C)NC(=O)N(CC(=O)N2CCN(S(=O)(=O)c3ccccc3C(F)(F)F)CC2)C1=O
  8, 2
CN(C)C(=O)c1cccc(-c2cnc3sc(NCc4ccc5c(c4)OCO5)nn23)c1
  -31, -6
COC(=O)[C@@H](Cc1ccccc1)NC(=O)CC[C@H]1O[C@@H](n2cc(C)c(=O)[nH]c2=O)C[C@@H]1O
  10, 4
Cc1nn(-c2ccccc2)c2nc(C(F)F)cc(C(F)F)c12
  2, 8
CCc1c(C)nc2c(C#N)c(C)[nH]n2c1=O
  -1, 3
CCOC(=O)N1CCN(C(=O)c2ccc3c(=O)n(Cc4ccccc4)c(=S)[nH]c3c2)CC1
  14, -4
C#CCNC(=O)C(C)c1ncc(C(F)(F)F)cc1Cl (stereo not given)
  7, 0
CC1CCCCN1CCn1c(=S)[nH]c2cc3c(cc2c1=O)OCO3 (stereo not given)
  17, 12
NS(=O)(=O)c1ccc(O)c(N2C(=O)c3cccc4c(C(=O)O)ccc(c34)C2=O)c1
  2, -1
COC(=O)c1ccccc1S(=O)(=O)N1CCC(C(=O)Nc2ccccc2N2CCOCC2)CC1
  -2, -7
CCOc1ccc(NC(=O)CN2CCN(CC(=O)Nc3ccc4c(c3)OCCO4)CC2)cc1
  -13, 5
Cc1nnc(N2CCOCC2)c2ccccc12
  3, 10
C/C(=N\NC(=S)NC1CCCCC1)c1cccs1
  24, -4
S=C(c1ccc2c(c1)OCO2)N1CCN(c2cccc(Cl)c2)CC1
  -4, 1
O=C(CNC(=O)c1ccc(Cl)cc1)OCn1nnc2ccccc2c1=O
  -5, 9
COC(=O)c1c(C)oc(C)c1S(=O)(=O)N(Cc1ccccc1)C(C)C
  0, 4
C=CCn1c(SCC(N)=O)nc2nc3c(cc2c1=O)COC(C)(C)C3
  -10, 6
Cc1ccc2nsnc2c1NC(=O)COc1ccccc1F
  -27, -9
O=c1[nH]nc(N/N=C/c2ccccc2OC(F)F)c(=O)[nH]1
  12, -4
O=c1oc2ccccc2n1CCn1c2ccccc2c2nc3ccccc3nc21
  -29, 4
C=CCN(CC=C)C(=O)Nc1ccc2nc(C)sc2c1
  16, -14
O=C(Nc1ccc(Nc2ccccc2)cc1)c1ccco1
  -28, 15
CCOC(=O)c1cc(C#N)c(SCC(=O)O)[nH]c1=O
  -3, -2

The last seven records of the section before lead into the next:
Each structure is followed by: TAG inh, TAG inh DAPI viability
C=CCn1c(SCC(N)=O)nc2nc3c(cc2c1=O)COC(C)(C)C3
  -10, 6
Cc1ccc2nsnc2c1NC(=O)COc1ccccc1F
  -27, -9
O=c1[nH]nc(N/N=C/c2ccccc2OC(F)F)c(=O)[nH]1
  12, -4
O=c1oc2ccccc2n1CCn1c2ccccc2c2nc3ccccc3nc21
  -29, 4
C=CCN(CC=C)C(=O)Nc1ccc2nc(C)sc2c1
  16, -14
O=C(Nc1ccc(Nc2ccccc2)cc1)c1ccco1
  -28, 15
CCOC(=O)c1cc(C#N)c(SCC(=O)O)[nH]c1=O
  -3, -2
CCn1cc(/C=N/O)c(C)n1
  -7, 23
O=C(Nc1ccncc1)Nc1cccc(F)c1
  7, 1
COc1ccc(-c2nc(CCl)cs2)cc1
  -20, 9
CS(=O)(=O)NCCNC(=O)c1cc(OCC(F)(F)F)ccc1OCC(F)(F)F
  7, 3
O=C(CNC(=O)c1ccc(Cl)cc1)c1ccccc1
  -15, 3
O=C(OCC(=O)N1CCc2ccccc2C1)c1c(F)cccc1Cl
  -16, 0
CCN(CC)CCN(C(=O)c1ccc([N+](=O)[O-])cc1)c1nc2c(OC)cccc2s1
  0, 1
CN(C)c1ccc(N=Nc2ccccc2C(=O)OCC(=O)N(C)C2CCCCC2)cc1
  4, -5
Cc1nc(SCC(=O)CC(=O)OC(C)C)c(C#N)c(C)c1C
  0, -4
CCc1ccc(NC(=O)COC(=O)/C=C/c2ccco2)cc1
  3, 5
CN(/N=C/c1ccc([N+](=O)[O-])o1)c1ccccc1
  -5, -6
Nc1nc(N)c2sc3nc4c(cc3c2n1)CCC4
  10, 3
Cc1ccc(S(=O)(=O)N(C)c2ccc(OCc3cccc(C)c3)cc2)cc1
  15, -4
O=C(NCCc1ccccn1)/C(=C/c1ccco1)NC(=O)c1ccccc1
  -2, 2
Cc1ccc(S(=O)(=O)N(C)C)cc1NC(=O)CN1CCN(Cc2ccccc2)CC1
  10, -5
CCOC(=O)C1=CC[C@@H](c2cccc(C)c2)N(S(=O)(=O)c2ccc(C)cc2)[C@H]1C(=O)OCC
  21, -7
Cc1ccc(NC(=O)CN(C)S(=O)(=O)c2cccs2)cc1F
  -9, 13
CC1(C(=O)Nc2ccc(Cl)c(C(F)(F)F)c2)Cc2c(-c3cccc(C(N)=O)c3)ccnc2O1 (stereo not given)
  8, 0
CC1(C(=O)NS(=O)(=O)c2ccc(Cl)cc2)CCN1C(=O)c1cccc(F)c1 (stereo not given)
  6, 7
COc1ccc(N2C(=O)[C@@H]3C(c4cccnc4)=NO[C@@H]3C2=O)cc1
  5, 0
CCn1c(SCC(=O)OC)nc2sc3c(c2c1=O)CC(C)(C)OC3
  2, -3
O=C(Nc1cccc(C(=O)O)c1)/C(=C\c1ccc2c(c1)OCO2)NC(=O)c1ccco1
  -1, -2
O=C(Nc1ccc(Cl)cc1)Nc1ccc(Oc2cccnc2)nc1
  2, -3
Nc1ccc(S(=O)C(F)(F)F)cc1 (stereo not given)
  -10, -7
COC(=O)c1ccc(CNC(=O)COC(=O)c2cc(Cl)nc(Cl)c2)cc1
  1, -4
O=S(=O)(c1cccc(C(F)(F)F)c1)N1CCC(c2cc(-c3cccc4ccccc34)n[nH]2)CC1
  4, -1
C#CCOc1ccc(CNC[C@H]2O[C@@H](n3ccc(N)nc3=O)[C@H](O)[C@@H]2O)cc1
  -7, -2
CCOC(=O)C(=O)NNc1ccc(F)cc1
  12, -14
COc1ccc(-c2ccnc(-c3ccncc3)n2)cc1
  9, -1
Cc1ccc(C(=O)NC(=S)N2CCN(C)CC2)cc1Br
  -7, 5
O=C(c1cccc(Cl)c1)N1CCC(=O)N(C(CO)Cc2ccccc2)CC1 (stereo not given)
  1, 11
COc1ccc(-n2c(SCC(=O)Nc3nccs3)nc3c(c2=O)SCC3)cc1
  16, -4
CCOc1ccc(N2CC(C(=O)NCCCc3ccccc3)CC2=O)cc1 (stereo not given)
  -9, -4
CC(=O)Nc1ccc(S(=O)(=O)Nc2c(C)n(C)n(-c3ccccc3)c2=O)cc1
  0, 2
Cc1cc(-c2nnc(SCC(=O)Nc3nc(-c4ccc(Cl)cc4)cs3)o2)no1
  15, 9
O=C(Nc1cccc([N+](=O)[O-])c1)c1ccccc1
  -6, 7
CC(C)N(CCc1ccncc1)C(=S)Nc1cccc(Cl)c1
  2, -7
COc1ccc(C=O)cc1Cn1c(=O)n(CCC(=O)NCc2ccco2)c(=O)c2sccc21
  0, -8
Clc1ccccc1Cn1nnc2c(N3CCOCC3)nc(C3CC3)nc21
  25, -10
CN1C(=O)[C@H]2[C@@H](/C=C/c3ccccc3)N3C(=O)CN(CC4CC4)C(=O)[C@@]3(C)[C@H]2C1=O
  -6, 1
C/C(=N/NC(=O)c1cc(-c2ccc(Cl)s2)[nH]n1)c1ccco1
  -7, 6
Cc1ccccc1NC(=O)NCCCN1CCCC1=O
  3, -10
COc1cccc2c(Cl)c(CC=C(Cl)Cl)c(C)nc12
  5, -9
O=S(=O)(Nc1c(O)ccc2ccccc12)c1cccc2ccccc12
  7, 0
Cc1nnc(SCC(=O)N(C)Cc2ccccc2)[nH]c1=O
  9, -5
O=C(CCSc1ccc(Cl)c(Cl)c1)NC12CC3CC(CC(C3)C1)C2
  -3, 4
C=CCNC(=O)CC(=O)N/N=C/c1cccc(C)c1
  7, -8
CN1OC[C@@H]2CN[C@H](c3ccc(-c4cccc(F)c4)cc3)C[C@@H]21
  41, -20
Cn1nnnc1SCc1nc2ccccc2s1
  4, -6
Cc1ccc(NC(=O)C2C(c3ccccc3)C=CC(c3ccccc3)C2C(=O)O)cc1 (stereo not given)
  8, -7
COc1ccc(C)cc1-n1c(-c2ccncc2)n[nH]c1=S
  -7, 8
Cc1ccc(S(=O)(=O)NCC(=O)NNC(=O)c2ccccc2Cl)cc1C
  11, -3
O=C(Cn1nnc(-c2ccccc2)n1)Nc1cccc(S(=O)(=O)N2CCCC2)c1
  -30, 5
O=C(Nc1cccn2ncnc12)c1cccc(C(F)(F)F)c1
  -3, 3
COc1ccc(-c2cnc(N)n2C)cc1
  7, -6
Cc1nn2c(c1-c1ccccc1)N=C(c1ccco1)CC2c1ccccc1 (stereo not given)
  13, 0
Fc1ccccc1C1CCN(Cc2nc(COc3ccccc3)no2)C1 (stereo not given)
  -2, 1
COCCn1c(SCC(=O)N2CCCC2=O)nnc1-c1ccncc1
  -7, 2

Compound profiles, from the list above:
Cc1nnc(SCC(=O)N(C)Cc2ccccc2)[nH]c1=O is listed with TAG inh: 9; TAG inh DAPI viability: -5
O=C(Cn1nnc(-c2ccccc2)n1)Nc1cccc(S(=O)(=O)N2CCCC2)c1 is listed with TAG inh: -30; TAG inh DAPI viability: 5

High-throughput results as filed in PubChem.

These rows are one share of the data (hit frequency here may not be typical).
